Screening results (PubChem BioAssay)
KOR beta-arrestin-1: kappa opioid receptor activators – cell-based, luminescence, uHTS, primary screen (AID 1777) | activation, % at 10 µM; hits with a dose series show EC50 in µM | 280,000 tested, 0.02% active | KOR beta-arrestin recruitment, luminescence; higher % means a stronger effect; in the data active = activation above about 50%, passing the limit was not always enough; note: a part of the inactive calls stands beside numbers as strong as those of hits
Siah-1 displacement: Siah-1 peptide-binding antagonists, primary screen, biochemical, fluorescence polarization, rhodamine-plectin, uHTS (AID 1817). 290,000 tested, 0.02% active. one-dose displacement, % at 20 µM; IC50 in µM for titrated hits. Siah-1 / rhodamine-plectin peptide fluorescence polarization; higher % means a stronger effect;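 active = displacement of at least 50% at 20 µM, with a fluorescence ratio check between 0.3 and a set limit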;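 note: plate controls were Siah plus tracer with DMSO for no effect and tracer alone without Siah for full effect; strong numbers were not always called active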
HEK293 NOD2/NF-kB: inhibition of NOD2-driven NF-kB reporter – cell-based, luminescence, uHTS, HEK293 (AID 1566); HEK293 NOD2/NF-kB luciferase reporter, luminescence; higher % means a stronger effect; one-dose inhibition, % at 4 µM; EC50 in µM for titrated hits; 290,000 tested, 0.63% active; note: many of its hits are not listed in these tables
HIV peptide binding: inhibitors of HIV fusion peptide binding, primary screen, biochemical, uHTS, fluorescence dequenching (AID 1986). cell-free peptide binding, fluorescence dequenching, 30 min; higher % means a stronger effect. inhibition, % at 20 µM, or IC50 in µM where a hit was titrated. 290,000 tested, 0.3% active; in the data active = inhibition mostly above about 52%, no sharp cut-off; inactive = mostly below about 76%; note: some results filed as inactive read as strong as hits
NOD1 NF-kB reporter: inhibition of NOD1-driven NF-kB reporter – cell-based, luminescence, uHTS, primary screen (AID 1578); NOD1-driven NF-kB luciferase reporter cells, luminescence; higher % means a stronger effect; inhibition, % at 4 µM; hits with a dose series show EC50 in µM; 290,000 tested, 1% active; in the data active = inhibition mostly above about 36%, no sharp cut-off; inactive = mostly below about 34%;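 note: HEK-293T reporter cells stimulated with the NOD1 agonist gamma-tri-DAP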
Myeloid diff 2: myeloid differentiation induction | 360,000 tested, 1% active | ER-HoxA9 myeloid progenitors, lysozyme-GFP differentiation, flow cytometry | calls only at 10 µM;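 active = normalized GFP-positive differentiation at or above the plate's own cutoff, the solvent-only control mean plus 3 SD; inconclusive = no clear call, values can overlap the other calls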;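 note: cells exposed to compound for four days before flow analysis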
PhoP inhibition: PhoP-dependent GFP reporter repression – Salmonella Typhimurium, primary screen (AID 1863). S. Typhimurium PhoP-regulated promoter GFP reporter, 4 h; higher % means a stronger effect. inhibition, % at 50 µM, or IC50 in µM where a hit was titrated. 300,000 tested, 0.16% active;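 active = inhibition over 29.93%, a cutoff 3 SD above the screen mean, later confirmed by dose response; inconclusive = inhibition over 29.93% but no dose response follow-up; inactive = inhibition at most 29.93% or unconfirmed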;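 note: 0% = low Mg2+ inducing control and 100% = high Mg2+ repressing control; strong numbers were not always called active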
LYP phosphatase: inhibitors of LYP phosphatase, biochemical, fluorescence intensity, uHTS (AID 1779); one-dose inhibition, % at 11.5 µM; IC50 in µM for titrated hits; recombinant LYP phosphatase, fluorescence intensity; higher % means a stronger effect; 290,000 tested, 0.054% active;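 note: plate controls were vehicle with enzyme for no effect and no enzyme for full effect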
KOR beta-arrestin-2: kappa opioid receptor blockers – cell-based, luminescence, uHTS (AID 1778); KOR beta-arrestin recruitment, luminescence, antagonist mode; higher % means a stronger effect; one-dose inhibition, % at 10 µM; IC50 in µM for titrated hits; 290,000 tested, 0.091% active; note: strong numbers were not always called active
Myeloid diff 2 GFP+ MAC1+ %: further read-out of Myeloid diff 2, marked with its call; GFP+ MAC1+ double positive, %; measured here: differentiation confirmed by MAC1 staining
The depositor's hits bear a star; i = inactive; ? = inconclusive; . = no result given; [ ] = remark or other dose. Cut-off read from the data, not from the text of the source, unless noted: active = inhibition above about 50%; inactive = the rest.

SMILES	KOR beta-arrestin-1	Siah-1 displacement	HEK293 NOD2/NF-kB	HIV peptide binding	NOD1 NF-kB reporter	Myeloid diff 2	Myeloid diff 2 GFP+ MAC1+ %	PhoP inhibition	LYP phosphatase	KOR beta-arrestin-2
CN(C)c1ccc(-c2noc(C3CCN(C(=O)Nc4ccc(Cl)cc4)CC3)n2)cc1	5.4%	-6%	-16%	-0.8%	-6%	i	0.8	-3%	6%	-6%
CC(=O)c1cccc(S(=O)(=O)NCC(C)(C)N2CCOCC2)c1	-5.3%	1%	13%	0.1%	0%	i	1.2	4%	-7%	37%
N#CC(C#N)=CN=c1ccn(Cc2ccc(Cl)cc2Cl)cc1	2.2%	1%	14%	0.5%	20%	?	.	3%	-2%	-26%
COc1cc(OC)c(C(=O)NCc2ccc3c(c2)OCO3)cc1OC	-7.3%	2%	13%	-2.2%	-27%	i	0.9	10%	-4%	-21%[20 µM]
CC(=C1C(=O)c2ccccc2C1=O)N1CCN(Cc2ccccc2)CC1	-3.0%	-2%	11%	1.6%	2%	i	3.5	5%	-10%	23%
O=C(/C=C/c1ccc(F)cc1)N1CCCc2ccccc21	6.8%	1%	-44%	0.8%	-38%	i	0.2	0%	3%	-18%
O=C1/C(=C/c2cccs2)Sc2ccccc21	-3.3%	11%	-77%	-0.3%	-38%	i	0.3	-6%	-5%	20%
C/C(=N/NC(=O)c1ccncc1)c1ccc(NC(=O)c2ccc(Cl)cc2Cl)cc1	0.9%	15%	-2%	0.7%	-30%	i	0.8	-2%	-12%	5%
CCOc1cc(/C=C(\C#N)C(=O)NCC2CCCO2)ccc1O (stereo not drawn)	3.8%	-6%	-4%	-1.4%	25%	i	1.0	16%	-4%	17%
CCN(CC)C(=O)C1CCCN(C(=O)CCn2nnnc2CN2CCOCC2)C1 (stereo not drawn)	1.4%	0%	9%	0.2%	-14%	i	1.1	0%	-7%	0%
O=C(c1cc2ccccc2oc1=O)N(Cc1ccco1)CC1CCCO1 (stereo not drawn)	-3.5%	-5%	13%	0.6%	14%	i	1.0	1%	-12%	-2%
COc1ccc(NC(=O)CSc2nnnn2C)cc1	.	3%	-40%	-0.5%	-32%	i	0.2	-2%	-7%	-53%[20 µM]
O=C1NC(=S)S/C1=C\c1coc2ccc(O)cc2c1=O	-4.0%	-2%	-16%	32%	-13%	i	0.5	-5%	-1%	24%
Brc1ccc(C2=Nn3c(Cn4nnc5ccccc54)nnc3SC2)cc1	1.6%	-5%	-2%	4.0%	-1%	i	0.7	-13%	-4%	8%
Cc1cc(/C(N)=N/OC(=O)c2cccc(Cl)c2)no1	3.4%	2%	8%	0.0%	-3%	i	0.9	-6%	-10%	-18%
COc1ccc(S(=O)(=O)NC(C)C(=O)NCC2CCCO2)cc1OC (stereo not drawn)	-1.4%	-5%	1%	-1.7%	-5%	i	0.4	3%	-7%	-10%
COc1ccc(-n2c(=O)[nH]c3c(C(N)=O)nc(C4CCCCC4)nc32)cc1	-4.5%	-1%	11%	0.9%	-50%	i	0.1	-4%	-1%	-41%
CCOc1cc(/C=C/c2ccc3cccc([N+](=O)[O-])c3n2)ccc1O	6.0%	4%	14%	-2.3%	-36%	i	1.7	7%	-3%	-18%
Cc1cc(C(=O)NC(C)c2ccccc2)c2cc(F)ccc2n1 (stereo not drawn)	-2.8%	8%	-10%	-0.8%	-6%	i	0.1	-5%	-6%	-32%[20 µM]
O=C(CCSc1ccccc1)Nc1ccc(OCc2ccccc2)cc1	-2.3%	5%	8%	-0.7%	5%	i	1.1	-2%	-7%	-4%
CCOc1ccc(-n2c(SCC(=O)Nc3nccs3)nnc2-c2ccoc2C)cc1	0.4%	3%	-3%	0.5%	-5%	i	1.2	-3%	2%	35%
CCN(C(=O)/C=C/c1ccc2c(c1)OCO2)c1ccccc1	7.0%	8%	-33%	0.3%	-8%	i	0.9	-6%	1%	-33%
Cc1ccccc1CSc1nn2c(=O)c(C)nnc2s1	0.1%	6%	9%	2.8%	-32%	i	0.4	7%	3%	3%
COc1cc(OC)cc(C(=O)OCc2cc3ccccc3[nH]c2=O)c1	29%	-2%	-6%	1.6%	18%	i	3.2	7%	1%	-37%
Cc1cccc(/C=C2/SC(=O)N(Cc3ccccc3)C2=O)n1	-5.1%	-2%	12%	3.6%	-2%	i	2.3	8%	-2%	-7%

A different layout for some results above:
Compound,KOR beta-arrestin-1,Siah-1 displacement,HEK293 NOD2/NF-kB,HIV peptide binding,NOD1 NF-kB reporter,Myeloid diff 2,Myeloid diff 2 GFP+ MAC1+ %,PhoP inhibition,LYP phosphatase,KOR beta-arrestin-2
O=C(/C=C/c1ccc(F)cc1)N1CCCc2ccccc21,6.8%,1%,-44%,0.8%,-38%,i,0.2,0%,3%,-18%
O=C1/C(=C/c2cccs2)Sc2ccccc21,-3.3%,11%,-77%,-0.3%,-38%,i,0.3,-6%,-5%,20%
C/C(=N/NC(=O)c1ccncc1)c1ccc(NC(=O)c2ccc(Cl)cc2Cl)cc1,0.9%,15%,-2%,0.7%,-30%,i,0.8,-2%,-12%,5%
CCOc1cc(/C=C(\C#N)C(=O)NCC2CCCO2)ccc1O (stereo not drawn),3.8%,-6%,-4%,-1.4%,25%,i,1.0,16%,-4%,17%
CCN(CC)C(=O)C1CCCN(C(=O)CCn2nnnc2CN2CCOCC2)C1 (stereo not drawn),1.4%,0%,9%,0.2%,-14%,i,1.1,0%,-7%,0%
O=C(c1cc2ccccc2oc1=O)N(Cc1ccco1)CC1CCCO1 (stereo not drawn),-3.5%,-5%,13%,0.6%,14%,i,1.0,1%,-12%,-2%
COc1ccc(NC(=O)CSc2nnnn2C)cc1,.,3%,-40%,-0.5%,-32%,i,0.2,-2%,-7%,-53%[20 µM]
O=C1NC(=S)S/C1=C\c1coc2ccc(O)cc2c1=O,-4.0%,-2%,-16%,32%,-13%,i,0.5,-5%,-1%,24%
Brc1ccc(C2=Nn3c(Cn4nnc5ccccc54)nnc3SC2)cc1,1.6%,-5%,-2%,4.0%,-1%,i,0.7,-13%,-4%,8%
Cc1cc(/C(N)=N/OC(=O)c2cccc(Cl)c2)no1,3.4%,2%,8%,0.0%,-3%,i,0.9,-6%,-10%,-18%
COc1ccc(S(=O)(=O)NC(C)C(=O)NCC2CCCO2)cc1OC (stereo not drawn),-1.4%,-5%,1%,-1.7%,-5%,i,0.4,3%,-7%,-10%

Next part:
SMILES	KOR beta-arrestin-1	Siah-1 displacement	HEK293 NOD2/NF-kB	HIV peptide binding	NOD1 NF-kB reporter	Myeloid diff 2	Myeloid diff 2 GFP+ MAC1+ %	PhoP inhibition	LYP phosphatase	KOR beta-arrestin-2
CC(C)(C)c1ccc(C(=O)NC2CCN(Cc3ccccc3)CC2)cc1	0.6%	0%	25%	-0.9%	-6%	i	0.5	1%	-11%	17%
O=C(O)/C=C/c1cn(-c2ccccc2)nc1-c1cccs1	1.2%	-2%	-4%	1.3%	2%	i	0.2	2%	-2%	-14%
O=C(Cn1cccc1C(=O)c1ccccc1)NCc1cccnc1	0.6%	5%	8%	0.8%	-18%	i	0.6	11%	-4%	9%
O=C(Oc1ccc(Br)cc1)c1n[nH]c(=O)c2ccccc12	-1.2%	5%	14%	1.7%	-34%	i	0.6	-4%	-2%	-10%
O=C(CSc1nc2ccccc2o1)Nc1ccccc1N1CCOCC1	0.6%	-2%	-5%	2.9%	-3%	i	0.5	25%	-3%	7%
O=C(c1ccc2nccnc2c1)N1CCCC(Nc2ccc(F)c(F)c2)C1 (stereo not drawn)	-5.0%	-1%	4%	2.1%	-10%	i	0.4	4%	-4%	4%
O=C(CSc1nnc(Cc2cccs2)n1Cc1ccco1)Nc1ccc(Br)cc1	-0.5%	-2%	-4%	8.3%	-18%	i	2.2	13%	4%	39%
NC(=O)Cn1c(O)c(N=NC(=O)CNC(=O)/C=C/c2ccccc2)c2ccccc21	0.2%	5%	-2%	0.0%	-1%	?	.	-15%	-10%	-28%
Cn1nc(-c2ccc(Cl)cc2)c2cc(C(=O)N3CCN(c4ccccc4)CC3)sc21	-0.1%	-6%	16%	-0.7%	-1%	i	8.9	2%	2%	3%
O=C(c1ccccc1)N(Nc1ccccc1)c1ccccc1	2.4%	-1%	26%	-2.7%	13%	i	0.2	2%	-7%	-18%
O=C(CC(C(=O)N1CCc2ccccc21)n1ccnc1)NCc1ccccc1 (stereo not drawn)	-2.3%	-3%	20%	1.0%	6%	i	0.5	5%	-6%	-9%
C/C(Cn1nnc([N+](=O)[O-])n1)=N\NC(=O)c1ccc(O)cc1	4.5%	9%	38%	0.3%	11%	i	0.4	-3%	-6%	16%
CCOC(=O)COc1ccccc1/C=C1\NC(=O)NC1=O	-2.1%	6%	5%	2.2%	-28%	i	0.5	0%	-5%	4%
Cn1c(=O)n(C)c2cc(NS(=O)(=O)c3ccc(Br)s3)ccc21	-1.7%	7%	-12%	1.1%	-21%	i	0.5	-3%	0%	-7%
O=C(CSc1nc(Nc2ccccc2)nc(N2CCOCC2)n1)Nc1ccccc1Cl	1.6%	6%	-24%	4.3%	.	i	6.5	-7%	5%	-16%
COC(=O)c1ccc(NC(=O)Cc2ccc(F)cc2)cc1	-2.5%	3%	-18%	-1.1%	-54%	i	0.7	6%	-4%	-14%
CCOC(=O)N1CCC(NC(=O)c2cccc3c2C(=O)N(Cc2cccnc2)C3)CC1	-1.6%	-2%	15%	0.5%	-13%	i	0.5	9%	-7%	-20%
Cc1ccc2ccc3ccc(C)nc3c2n1	1.6%	-8%	17%	1.5%	44%*	?	.	-7%	-4%	-9%[20 µM]
CCOC(=O)c1sc(NC(=O)CNC(=O)Cn2cnc3sc(C)c(C)c3c2=O)nc1C	-0.5%	-3%	-11%	0.7%	-40%	i	0.5	-1%	-2%	15%
CCCn1c(N2CCN(CC(=O)c3c(C)n(C)c4ccc(OC)cc34)CC2)nc2c1c(=O)[nH]c(=O)n2C	-0.2%	0%	-3%	0.0%	-3%	i	1.3	2%	6%	-21%
COc1ccc(NC(=O)CN2CCN(c3nc(-c4ccc(F)cc4)cs3)CC2)c(OC)c1	.	-4%	17%	-1.2%	-16%	i	0.0	.	11%	-14%[20 µM]
COC(=O)c1ccccc1NC(=O)Nc1cccc(C)n1	-1.0%	6%	12%	2.2%	-22%	i	0.4	11%	-8%	4%
COc1ccc(NC(=O)Nc2ccccc2C)c(OC)c1	1.5%	-1%	-9%	1.2%	-11%	i	1.3	1%	2%	-5%

A portion of the library; count on the stated rates, not on these rows.
